# Screens deposited in PubChem by National Center for Advancing Translational Sciences (NCATS).
# rTrxR1 inhibitor: blocks rat thioredoxin reductase 1; O89049; recombinant rTrxR1, NADPH fluorescence consumption, selenite substrate; Potency, µM (highest dose often 114 µM), for inactives: at the highest dose activity change, negative = inhibition, usual class: inhibitors; actives 1% (n = 390,000); also: potency is read from the fitted curve at half-maximal effect; % is scaled to controls: 0 for no effect and ±100 for the full control effect; nearly all actives have a fitted effect of over 65% in size
#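 Rat TrxR1 (90 nM in the dispensed reagent) was pre-reduced with 400 uM NADPH for 5 min at room temperature, then incubated with compound for 15 min. After 400 uM selenite was added, NADPH fluorescence (Ex 340/Em 450 nm) was followed for 8 min.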
# PGK inhibitor: blocks T. brucei phosphoglycerate kinase. P07378. actives 0.043% (n = 380,000). Potency, µM (top dose mostly 57.5 µM), without a hit: at the top dose activity change, negative = inhibition, hits mostly inhibitors. PGK/GAPDH coupled, Kinase-Glo luminescence, 60 min; also: potency is read from the fitted curve at half-maximal effect; % is scaled to controls: 0 for no effect and ±100 for the full control effect; nearly all actives have a fitted effect of over 60% in size
#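 Recombinant glycosomal PGK reaction used 1,3-bisphosphoglycerate generated in-well by GAPDH (100nM final) in 100mM TEA pH 7.6, 5mM MgCl2, 0.01% Tween-20. After 60 minutes at room temperature, ATP was read by Kinase-Glo Plus luminescence end-point.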
# PI4K2A block: inhibitors of human PI4K2A; Q9BTU6; purified PI4K2A, ADP-Glo luminescence, 1 h; stronger effect = lower value; activity change, negative = inhibition, % at 76.9 µM; actives 0.13% (n = 420,000); AID 1346378; in the data active = activity change below about -50%; inconclusive = mostly about -30% to -49%;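 also: -100% = wells without enzyme as full effect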
#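 Compounds are screened against recombinant PI4K2A using PI as substrate and ATP, the latter dispensed at 300 microM. Reactions run one hour at ambient temperature before ADP-Glo detection; full inhibition defined by wells lacking enzyme.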
# USP1 inh: USP1/UAF1 (human) deubiquitinase inhibition. Potency, µM (titrated, usually from 57.1 µM), for the others: at the top dose activity change, negative = inhibition, actives largely listed as inhibitors. actives 0.23% (n = 390,000). O94782. AID 743255. recombinant USP1/UAF1, Ub-Rhodamine cleavage fluorescence; also: potency is read from the fitted curve at half-maximal effect; % is scaled to controls: 0 for no effect and ±100 for the full control effect; nearly all actives have a fitted effect of over 60% in size; inactives centre near -12
#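 High-throughput fluorogenic screen: 1nM USP1/UAF1 complex, Ub-Rho substrate 150nM final, 50mM HEPES pH 7.8 with 0.5mM EDTA, 0.1 mg/ml BSA, 1mM TCEP and 0.01% Tween-20.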
# IDH1 R132H inh: blocks human mutant IDH1 R132H enzyme; O75874; IDH1-R132H enzyme, NADPH consumption, diaphorase/resazurin fluorescence; Potency, µM (top dose mostly 76.6 µM), for the others: top-dose activity change, negative = inhibition, hits mostly inhibitors; actives 0.093% (n = 390,000); AID 602179; also: potency is read from the fitted curve at half-maximal effect; % is scaled to controls: 0 for no effect and ±100 for the full control effect; nearly all actives have a fitted effect of over 65% in size
# Target sequence (O75874 whole entry R132H, stated change not applied): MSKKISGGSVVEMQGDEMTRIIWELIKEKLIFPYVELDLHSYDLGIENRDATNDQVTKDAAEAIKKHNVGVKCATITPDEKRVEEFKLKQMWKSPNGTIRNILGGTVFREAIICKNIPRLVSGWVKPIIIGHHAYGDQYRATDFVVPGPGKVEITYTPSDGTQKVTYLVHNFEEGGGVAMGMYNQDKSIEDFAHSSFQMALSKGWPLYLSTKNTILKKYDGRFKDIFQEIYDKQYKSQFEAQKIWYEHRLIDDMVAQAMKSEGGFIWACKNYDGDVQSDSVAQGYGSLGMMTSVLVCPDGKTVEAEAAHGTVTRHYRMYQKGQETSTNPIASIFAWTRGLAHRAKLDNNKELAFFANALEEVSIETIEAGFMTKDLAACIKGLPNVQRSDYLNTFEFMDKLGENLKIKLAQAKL
#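 IDH1-R132H (0.5 ug/mL) preincubated 30 min with compound, then NADPH (0.016 mM) and alpha-KG (2 mM) added; 80 min at RT, pH 7.5. Remaining NADPH coupled via diaphorase/resazurin to fluorescence (540/590 nm); concentration-response curves normalized to no-enzyme control.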
# Pin1 inh: blocks the human prolyl isomerase Pin1; Potency, µM (titrated, usually from 115 µM), for the others: top-dose activity, negative = inhibition, most hits filed as inhibitors; Q13526; AID 504891; Pin1 FP peptide displacement, HiFluor488, 10 min; actives 0.009% (n = 390,000); active = well fitted inhibition curve with a large enough effect in the polarisation, with a control signal flat, not every such curve was filed as active; inconclusive = small, poorly fitted or top-dose-only effect, or effect the other way, or a change in a side signal; inactive = no such curve, though single readings can be large or run the other way; the % refers to the polarisation; also: potency is read from the fitted curve at half-maximal effect; % is scaled to controls: 0 for no effect and ±100 for the full control effect
# Target sequence (Q13526 whole entry, looked up): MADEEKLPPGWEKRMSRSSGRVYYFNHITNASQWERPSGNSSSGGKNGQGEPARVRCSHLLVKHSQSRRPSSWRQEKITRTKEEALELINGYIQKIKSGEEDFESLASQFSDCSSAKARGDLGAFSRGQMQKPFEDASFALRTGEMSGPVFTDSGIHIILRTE
# GLS inhibitor: glutaminase GLS (human) inhibition | Potency, µM (titrated, usually from 45.5 µM), inactives show at the highest dose activity change, negative = inhibition, usual class: inhibitors | GLS enzymatic activity, qHTS titration | actives 0.21% (n = 410,000) | AID 624170 | O94925; also: potency is read from the fitted curve at half-maximal effect; % is scaled to controls: 0 for no effect and ±100 for the full control effect
#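 Coupled fluorescence readout: glutamate oxidase/HRP/Amplex Red detect glutamate formed by hKGA from L-glutamine (1 mM solution added). Buffer 45 mM KH2PO4 pH 8.2, 0.02% Tween-20; reads at t0 and 30 min RT.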
# TrxR1 substrate: is turned over as a substrate by rat TrxR1; actives 0.01% (n = 390,000); Potency, µM (highest dose often 114 µM), for the others: top-dose activity change, negative = substrate turnover; purified TrxR1 substrate turnover, NADPH consumption readout; also: potency is read from the fitted curve at half-maximal effect; % is scaled to controls: 0 for no effect and ±100 for the full control effect; nearly all actives have a fitted effect of over 50% in size
#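 Rat TrxR1, dispensed at 90 nM, was prereduced with 400 uM NADPH (final) for 5 min at ~22 deg C, then incubated with compound 15 min before 400 uM selenite. A first-read NADPH fluorescence drop versus no-compound background flagged substrates.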
# HP1b binding inh: blocks HP1-beta chromodomain binding to methylated histone tails; AlphaScreen HP1-beta / biotin-H3K9me3 peptide binding; Potency, µM (titrated, usually from 114 µM), inactives show at the top dose activity change, negative = inhibition, actives largely listed as inhibitors; actives 0.56% (n = 390,000); AID 540317; also: potency is read from the fitted curve at half-maximal effect; nearly all actives have a fitted effect of over 70% in size; inactives centre near 23
# Target sequence (P83916 whole entry, looked up): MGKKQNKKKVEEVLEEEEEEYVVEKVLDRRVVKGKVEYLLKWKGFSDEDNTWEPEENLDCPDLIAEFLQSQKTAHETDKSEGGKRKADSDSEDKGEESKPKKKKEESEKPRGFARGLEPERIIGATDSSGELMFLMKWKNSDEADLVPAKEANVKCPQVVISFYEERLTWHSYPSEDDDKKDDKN
#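 AlphaScreen: HP1-beta (50 nM) preformed 30 min with biotin-H3(1-18)K9me3 peptide (50 nM) in PBS pH 7.4, 0.01% Tween-20. Compound added for 30 min at RT, then streptavidin donor/nickel chelate acceptor beads (10 ug/mL) for 30 min.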
# * marks the source's active call; other numbers are inactive results; i = inactive; u = inconclusive; x = not tested or not shown; & = joins results of further samples; [ ] = dose if it differs, or a comment. Unless noted, calls follow the shape of the dose curve; as a rule, active = well fitted curve in the direction sought with a large enough effect; inconclusive = small, poorly fitted or top-dose-only effect, or another doubt; inactive = no such curve, though single readings can be large; an effect the other way counts as inactive or inconclusive. An excerpt, so the mix of outcomes need not match the whole.
compound,rTrxR1 inhibitor,PGK inhibitor,PI4K2A block,USP1 inh,IDH1 R132H inh,Pin1 inh,GLS inhibitor,TrxR1 substrate,HP1b binding inh
COC(=O)C1=C(C)NC(C)=C(C(=O)O[C@@H]2CCCN(Cc3ccccc3)C2)[C@@H]1c1cccc([N+](=O)[O-])c1,35%,-4%,4&-4,-14%,-15%,-15%,9%&13%,0%,u
CCOc1cc(/C=N/Nc2ccccc2Cl)ccc1OCC(=O)O,u,-1%,0,-2%,4%,-1%,u,-11%,u
COc1ccc(OCCC(=O)OCC(=O)NCc2ccccc2OC)cc1,17%,2%,1,-21%,-10%,0%,-1%,5%,38%
Cc1ccc(Oc2ccc(NC(=O)CCC(=O)OCC(=O)c3cccs3)cc2)cc1C,-7%,4%,-2,-23%,-4%,-5%,6%,-5%,13%
COc1ccc(OCC(=O)Nc2ccc3oc(-c4ccncc4)nc3c2)cc1,-15%[57.1 µM],-9%,3,-7%,0%,7%,0%,-4%[57.1 µM],39%
CC12CC(O)C3c4ccc(O)cc4CCC3C1CCC2=O (centres undefined),10%,-9%,-4,-16%,18%,4%,9%,4%[0.0914 µM],51%[activator]
O=C(COC(=O)CSc1ccc(F)cc1)NCc1ccco1,u,5%,-2,0%,-5%,-1%,-2%,-11%,45%[activator]
O=C(CSc1ncn[nH]1)NCc1ccc2c(c1)OCO2,11%[57.1 µM],5%,4,-1%,1%,-4%,-4%,8%[57.1 µM],21%
CCCN(CCC)c1nc(N)nc(-c2cc(Cl)ccc2OC)n1,7%[57.1 µM],-1%,7,-23%,1%,3%,6%,1%[57.1 µM],33%
O=C(Nc1cccc(-c2nn[nH]n2)c1)c1cccs1,10%,0%,-10,-23%,4%,-3%,19%,-2%,32%
CCOc1ccc2[nH]c(=O)c(C(c3nnnn3CCOC)N3CCOCC3)cc2c1 (centres undefined),-24%,-10%,-3,-13%,1%,-2%,-2%,47%[activator][57.1 µM],51%[activator]
COc1ccc(CNC(=O)C2CCCN2C(=O)NC2CCCCC2)cc1 (centres undefined),29%,i,-2,-8%,1%,-7%,-5%,11%,20%
O=C(Cc1sc(Nc2ccccc2)nc1-c1ccccc1)NCc1ccccn1,-26%,-4%,2,-19%,-5%,4%,u,5%[57.1 µM],-17%
CCOc1ccc(S(=O)(=O)NCc2ccc(C)cc2)c2cccnc12,16%,i,-3,-19%,-2%,3%,5%,30%,25%
CC12CCCC(=O)C1CCC(=Cc1ccco1)C2=O (centres undefined),x,i,-1,u,-19%,x,-4%,x,x
COc1ccc(C(=O)NCc2ccc3c(c2)OCO3)c(OC)c1,7%[57.1 µM],7%,0,-5%,3%,4%,-3%,6%,-3%
CNC(=O)c1cc(S(=O)(=O)N2CC(C)OC(C)C2)ccc1N1CCOCC1 (centres undefined),0%,0%,0,-8%,5%,-5%,0%,-2%,9%
CCOc1ccc(N(CC)S(=O)(=O)N2CCCC(C(=O)Nc3ccc(OC)c(OC)c3)C2)cc1 (centres undefined),10%,10%,-1,-8%,1%,-11%,2%,-12%,u
COc1ccc(NS(=O)(=O)c2cccc(C(=O)NCC3(N4CCOCC4)CCCCC3)c2)cc1,11%,-4%,-3,-5%,-5%,0%,7%,4%,13%
O=C(OCC(=O)N1CCCCCC1)c1ccc(Cl)nc1,15%,-8%,2,-13%,9%,3%,-4%,1%,32%
N#Cc1c(NC(=O)c2cnn3cccnc23)sc2c1CCCC2,13%,10%,-3,4%,-14%,-3%,-6%,-2%,-5%
CC(C)N(Cc1ccccc1)S(=O)(=O)N(C)C,-5%,3%,-5,-21%,4%,u,6%,-4%,34%
CCOC(=O)C1(C)NC(c2ccco2)C2C(=O)N(CC)C(=O)C21 (centres undefined),-3%[57.1 µM],-4%,10,-9%,5%,5%,-10%,2%[57.1 µM],41%[activator]
Cc1cc(NC(=O)CCC(=O)N(c2ccc(F)cc2)C(C(=O)NC2CCCC2)c2ccccc2)no1 (centres undefined),11%,-2%,1,0%,u,-12%,5%,4%,-12%
O=C(NCc1ccc(F)cc1)C1CCCN1C(=O)Nc1ccc(Cl)cc1 (centres undefined),2%,x,-2,-4%,-4%,-2%,-2%,-4%,66%[activator]
CNC(=O)c1cn(-c2ccccc2)c(=O)c2ccccc12,28%,i,-4,-3%,7%,-5%,-19%,4%,5%
CSc1ncnc2c1ncn2CCCNCc1ccccn1,x,-8%,11,-24%,-7%,x,0%,x,x
CN1CCN(CCOc2cccc(Cl)c2)CC1,4%[57.1 µM],0%,-3,0%,0%,1%,-10%,-6%[57.1 µM],24%
O=[N+]([O-])c1cccc(C=NNc2ccccc2)c1,-12%,0%,-1,-17%,7%,1%,u,-11%,u
O=[N+]([O-])c1cccc(/C([O-])=C(/C(=S)Nc2cccc3ccccc23)[n+]2ccccc2)c1,-2%,-1%,-7,-22%,0%,-1%,-1%,4%,u
Cc1cc(C)cc(NC(=O)C2CCN(S(=O)(=O)c3c(C)noc3/C=C/c3ccco3)CC2)c1,-4%,i,-16,-8%,0%,-25%,-2%,-1%,27%
O=C(Nc1cccnc1)c1ccc(S(=O)(=O)c2ccccc2)cc1,10%,-1%,3,-9%,3%,4%,6%,6%[57.1 µM],26%
Oc1ccccc1/C=N/NC(=S)NC1CC2CC1C1C=CCC21 (centres undefined),-4%[57.1 µM],-4%,3,-13%,3%,1%,u,3%[57.1 µM],1%
CCOC(=O)CCCCCNC(=O)c1ccc(F)cc1F,-7%[57.1 µM],i,-3,-9%,-12%,-3%,-3%,2%,27%
COc1ccc(Cl)cc1NC(=O)c1cccnc1,22%,-1%,-3,-9%,2%,-1%,-3%,-1%,21%
Cc1ccc(C2CC(c3ccco3)=NN2S(C)(=O)=O)cc1 (centres undefined),2%[57.1 µM],i,-3,-18%,7%,4%,4%,6%,13%
O=C(CN(C1CCCCC1)S(=O)(=O)c1ccc(F)cc1)NC1CC1,22%,-1%,1,7%,-1%,0%,9%,6%,28%
O=C(O)C1C(c2ccccc2)C(C(=O)OCCCO)C1c1ccccc1 (centres undefined),22%,-5%,1,-10%,1%,-1%,-6%,10%,11%
Nc1cc(C(=O)OCC(=O)NNC(=O)c2ccccc2F)ccc1Cl,13%[11.4 µM],i,5,-3%,-8%,-1%,12%,3%[11.4 µM],27%
CCn1cc(Br)c(C(=O)N(C)Cc2ccccc2)n1,-20%,-10%,0,-3%,0%,-1%,-4%,-5%,23%
CN(C)CCCN(C(=O)c1ccc(S(=O)(=O)N2CCc3ccccc32)cc1)c1nc2ccc(F)cc2s1,15%,0%,-4,-21%,-4%,-11%,20%,-1%,u
O=c1nc2c(-c3ccccc3F)n[nH]n2c2ccccc12,-14%,-13%,4,-23%,13%,-2%,3%,34%,39%[activator]
CC(=O)C1=C(C)NC2(O)c3ccccc3C(=O)C12O (centres undefined),9%[57.1 µM],-7%,-5,-10%,6%,-6%,0%,-22%[57.1 µM],40%[activator]
Cn1c(OCc2ccc3c(c2)OCO3)nc2c1c(=O)n(Cc1cccc(Cl)c1)c(=O)n2C,-1%,-4%,-7,-19%,2%,2%,-12%,-2%,24%
CCOc1ccc(NC(=O)CC2CC(C)(C)OC2=O)cc1 (centres undefined),-2%,1%,-5,-2%,6%,0%,3%,1%,-15%

# The list goes on (two carried over from the part before).
compound,rTrxR1 inhibitor,PGK inhibitor,PI4K2A block,USP1 inh,IDH1 R132H inh,Pin1 inh,GLS inhibitor,TrxR1 substrate,HP1b binding inh
Cn1c(OCc2ccc3c(c2)OCO3)nc2c1c(=O)n(Cc1cccc(Cl)c1)c(=O)n2C,-1%,-4%,-7,-19%,2%,2%,-12%,-2%,24%
CCOc1ccc(NC(=O)CC2CC(C)(C)OC2=O)cc1 (centres undefined),-2%,1%,-5,-2%,6%,0%,3%,1%,-15%
O=S(=O)(c1ccc(Cl)cc1)N1CCCC(C(F)(F)F)C1 (centres undefined),17%,-3%,9,-20%,-11%,14%,0%,-1%,30%[activator]
COc1ccc(C(=O)CC2SC(N)=NC2=O)cc1 (centres undefined),3%,i,5,-4%,-1%,-5%,-9%,-4%,6%
COc1ccc(-n2ncc3c(NCc4ccc5c(c4)OCO5)ncnc32)cc1,20%,-5%,1,-24%,4%,-16%,-14%,28%,11%
Cc1cccc(C(=O)NCC(=O)NC(C)c2ccc(-n3ccnc3)cc2)c1 (centres undefined),8%,-2%,1,4%,-5%,-1%,1%,4%,21%
CCCOc1ccc(N2C(=O)CC(N3CCC(c4nncn4CC)CC3)C2=O)cc1 (centres undefined),26%[57.1 µM],i,5,-7%,11%,-17%,-10%,3%[57.1 µM],57%[activator]
C#CCOC(=O)/C(=C/c1ccc(F)cc1)NC(C)=O,5%[57.1 µM],-1%,6,-15%,15%,-2%,1%,9%[57.1 µM],0%
COc1ccc(NC(=O)N2CCCC2C(=O)Nc2ccccc2)cc1 (centres undefined),3%,-1%,-2,-17%,3%,-3%,7%,-3%,24%
